# CHO parental Ca – counter-screen: ATP calcium response change in parental CHO cells | actives 0.63% (n = 330,000) | inhibition, % at 5.6 µM | AID 463079 | parental CHO-K1, ATP-induced calcium, Fluo-8 fluorescence;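 active = inhibition above that plate's mean sample inhibition plus 3 SD, cut at about 26% in these data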;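 note: 0% = ATP-challenged DMSO wells and 100% = DMSO wells without ATP; some compounds past the cut are filed as inactive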
#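 Test system: untransfected parental CHO cell line. Compound: one dose, 5.6 µM nominal. Detection: intracellular calcium via Fluo-8 no-wash fluorescent dye. Measure: % inhibition. Benchmarks: ATP-challenged DMSO wells low, unchallenged DMSO wells high.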
# CHO-K1 Ca antag – M1 antagonist counterscreen hit in parental CHO-K1 cells. actives 0.6% (n = 360,000). inhibition, % at 3 µM. ATP-induced calcium, Fluo-8 fluorescence;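 active = inhibition above a per-plate cutoff, the plate's mean sample inhibition plus 3 SD, cut at about 24% in these data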;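 note: 0% = DMSO plus EC80 ATP and 100% = DMSO alone without ATP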
# CHRM4 antagonist – CHRM4 antagonism in calcium assay. P08173. CHO-hM4 cells, ACh EC80, Fluo-8 calcium fluorescence. inhibition, % at 3 µM. actives 0.73% (n = 360,000);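 active = inhibition above its plate's cutoff, the mean inhibition of sample wells plus 3 SD, cut at about 27% in these data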;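 note: 0% = acetylcholine EC80 with DMSO and 100% = DMSO without agonist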
# Target sequence (P08173 whole entry, looked up): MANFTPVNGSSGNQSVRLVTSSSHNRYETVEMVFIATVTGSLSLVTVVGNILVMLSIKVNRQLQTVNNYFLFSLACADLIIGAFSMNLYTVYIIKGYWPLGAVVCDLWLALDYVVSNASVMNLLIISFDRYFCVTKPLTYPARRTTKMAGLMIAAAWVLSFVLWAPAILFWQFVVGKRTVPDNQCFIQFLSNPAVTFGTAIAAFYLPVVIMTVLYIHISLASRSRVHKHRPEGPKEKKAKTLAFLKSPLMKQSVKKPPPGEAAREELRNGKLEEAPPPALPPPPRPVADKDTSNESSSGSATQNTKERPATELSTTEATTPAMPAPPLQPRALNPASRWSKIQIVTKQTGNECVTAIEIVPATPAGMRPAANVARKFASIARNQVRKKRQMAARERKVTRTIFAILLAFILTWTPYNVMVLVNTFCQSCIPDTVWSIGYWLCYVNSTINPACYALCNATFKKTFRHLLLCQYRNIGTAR
# CHRM1 agonist – activates human CHRM1 receptor. P11229. CHO-K1 hM1, Fluo-8 calcium fluorescence, agonist mode; 0% DMSO, 100% acetylcholine EC100. AID 588814. actives 0.33% (n = 360,000). activation, % at 3 µM;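 active = activation above the run's mean compound activation plus 3 SD, cut at about 16% in these data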;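 note: peak over basal fluorescence ratio within a 140 s kinetic read after compound addition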
# Target sequence (P11229 whole entry, looked up): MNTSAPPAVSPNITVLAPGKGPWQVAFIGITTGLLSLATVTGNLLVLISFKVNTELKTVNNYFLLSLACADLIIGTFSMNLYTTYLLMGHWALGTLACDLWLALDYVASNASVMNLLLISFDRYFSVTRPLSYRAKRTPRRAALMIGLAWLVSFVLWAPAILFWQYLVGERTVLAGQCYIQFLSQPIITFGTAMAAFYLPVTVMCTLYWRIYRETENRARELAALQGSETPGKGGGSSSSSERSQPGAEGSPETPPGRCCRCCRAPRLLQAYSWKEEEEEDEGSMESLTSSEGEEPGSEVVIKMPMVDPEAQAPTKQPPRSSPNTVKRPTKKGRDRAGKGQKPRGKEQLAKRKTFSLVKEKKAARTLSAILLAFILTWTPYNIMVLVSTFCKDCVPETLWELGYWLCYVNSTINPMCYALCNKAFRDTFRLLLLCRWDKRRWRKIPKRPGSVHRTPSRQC
# OXTR potentiator – potentiates the human oxytocin receptor response | P30559 | CHO-OTR cells, Fluo-8 calcium fluorescence, potentiator mode; 0% = oxytocin EC15, 100% = EC100 | activation, % at 3 µM | actives 0.061% (n = 320,000);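 active = activation above that plate's cutoff, the mean activation of tested compounds plus 3 SD, cut at about 6.6% in these data, passing the limit was not always enough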;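 note: 100% uses oxytocin at 75 nM as the full agonist control; some results filed as inactive read as strong as hits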
#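 Assay system: CHO cell line stably expressing human OTR. Reagent: EC15 oxytocin agonist. Dosing: single dose, 3.0 µM nominal final compound concentration. Timing: compound 6 min at room temperature before oxytocin, 100 s read. Signal: kinetic Fluo-8 calcium fluorescence. Controls: oxytocin EC15 low and EC100 high.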
# M1 PAM – human CHRM1 positive allosteric modulation. CHO-K1 hM1, Fluo-8 calcium fluorescence, ACh EC20; 0% = ACh EC20, 100% = maximal ACh. activation, % at 3 µM. actives 0.088% (n = 360,000). AID 588819; in the data active = activation above about 19%, passing the limit was not always enough
# CHO-K1 Ca ag – M1 agonist counterscreen hit in parental CHO-K1 cells | Fluo-8 calcium fluorescence; scaled to maximal ATP response, vehicle zero | activation, % at 3 µM | actives 0.48% (n = 360,000) | AID 602248; in the data active = activation above about 15%;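 note: untransfected CHO-K1 host cells lacking M1 receptor as counterscreen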
# M4 ag – agonists of human muscarinic M4 receptor (CHRM4); activation, % at 3 µM; actives 0.14% (n = 360,000); CHO-K1 hM4/Gqi5, Fluo-8 calcium fluorescence; vehicle 0%, full acetylcholine response 100%;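 active = activation above the run mean over all test wells plus 3 SD, cut at about 32% in these data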;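 note: peak over basal fluorescence ratio per well then scaled between controls; 0% = DMSO wells and 100% = acetylcholine at EC100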
# CHRM1 antagonist – antagonists of human M1 muscarinic receptor; P11229; CHO-K1 hM1, Fluo-8 calcium fluorescence, ACh EC80 antagonist; inhibition, % at 3 µM; actives 1.3% (n = 360,000);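 active = percent inhibition above its own plate's cutoff, namely the mean of that plate's compound wells plus 3 SD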;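 note: peak over basal fluorescence ratio during 140 s after agonist addition; 0% = ACh EC80 plus DMSO and 100% = DMSO alone without agonist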
# Active calls of the source: *; . = not tested or not shown. The order is random (roughly 2.9% active in at least one column).
SMILES,CHO parental Ca,CHO-K1 Ca antag,CHRM4 antagonist,CHRM1 agonist,OXTR potentiator,M1 PAM,CHO-K1 Ca ag,M4 ag,CHRM1 antagonist
CC(=O)Nc1ccc(NC(=O)c2c(C)c(-c3ccccc3)nc3ccccc23)cc1,-15.9,0.0,-6.6,-0.2,-1.7,0.2,1.8,4.7,-10.7
Cc1nc2ccccc2n2c(O)c(CC(=O)O)cc12,-1.7,-8.9,5.3,9.7,2.1,-3.2,7.9,22.9,5.7
CCCCn1c(N)c(N(CC)C(=O)C2CCN(C(=O)c3ccccc3C)CC2)c(=O)[nH]c1=O,-12.7,-11.3,-7.3,-4.2,5.7,3.3,-0.1,0.5,-2.9
O=C(NC(Cc1ccc(O)cc1)C(=O)N=Nc1c(O)[nH]c2ccccc12)c1ccccc1 (stereo not drawn),.,8.1,4.0,-0.7,.,-0.2,0.5,3.0,-1.4
Cc1cccc(N2CCN(C(=O)c3ccc4c(c3)CCN4S(C)(=O)=O)CC2)c1C,-24.2,-7.9,-5.7,-3.8,-14.0,1.6,1.3,5.7,-5.6
CCCC(=O)c1ccc(N2CCN(C(=O)OCC)CC2)c(F)c1,-7.7,1.7,-5.1,5.8,-9.3,-3.1,4.3,6.4,-18.7
C=C(C)CNc1cc(S(=O)(=O)N2CCOCC2)ccc1Oc1ccccc1,-11.5,1.1,10.1,-1.3,-7.4,2.4,0.6,0.3,-1.4
O=[N+]([O-])c1cc2no[n+]([O-])c2cc1N1CCCCC1,.,-13.8,0.2,-2.5,.,7.1,0.8,1.3,-18.6
CC[C@@H]1CC2=C(C(=O)OC(C)(C)O2)[C@@H](c2ccc(Cl)cc2)O1,.,-9.8,-0.5,.,.,.,-0.3,-2.0,.
COc1cc(C(C(=O)NC2CCCCC2)N(C(=O)c2cnccn2)c2ccccc2)cc(OC)c1OC (stereo not drawn),.,-6.1,-12.4,2.3,.,8.7,-0.3,1.1,-7.7
O=S(=O)(c1ccccc1)N1CCN=C1SCc1cccc(Cl)c1,6.2,-2.5,9.7,-7.0,-3.6,-14.2,0.4,-1.8,10.4
CN1c2ccsc2C(O)=C(C(=S)Nc2ccc(F)c(Cl)c2)S1(=O)=O,-10.5,-5.3,-1.2,3.2,-4.5,-2.0,4.5,3.2,-28.0
CC(C)Cn1c(SCC(=O)c2ccc(Cl)s2)nnc1-c1ccco1,-19.9,-9.9,7.2,-6.6,-4.2,8.7,2.0,0.6,-0.1
CC(=O)c1c(C)[nH]c(C(=O)Nc2cccc(S(=O)(=O)N(C)c3ccccc3)c2)c1C,-6.9,3.1,2.5,-3.8,-12.8,-15.1,7.9,22.4,9.9
CCCCN(C)CCCNC(=O)CS(=O)Cc1nc(-c2ccc(OC)c(OC)c2)oc1C (stereo not drawn),-6.3,-1.5,4.8,-6.5,8.4,4.6,0.5,0.1,-1.8
Cc1ccc(OC(=O)c2ccccc2)cc1C,.,-1.7,-3.2,0.7,.,7.6,2.8,1.3,-12.6
CCN(CC(=O)Nc1cc(Cl)ccc1C)C(=O)C1CC1,-16.1,-15.5,-0.1,-1.4,0.8,18.0,0.8,0.8,-12.8
CC1=CCC[C@H]2[C@H](C1)C(=O)C[C@@H](C)[C@]2(C)CC/C(=C/CO)CO,-12.3,-12.9,-26.4,11.8,1.6,7.2,0.8,5.4,-14.1
O=C(CSCc1ccc(Cl)cc1)Nc1ccc(O)cc1C(=O)O,22.4,-5.8,3.1,4.0,-5.3,7.7,-0.5,-1.4,-16.1
N#Cc1nc(-c2ccccc2)oc1NCC1CCCO1 (stereo not drawn),5.2,-8.0,-5.5,-6.2,-7.5,-8.1,0.5,0.6,13.3
O=C(Cc1ccccc1)Nn1c(-c2ccccc2F)nc2ccccc2c1=O,-13.2,-9.2,-4.8,-8.1,-6.1,13.1,1.0,2.3,-9.2
COc1ccccc1NC(=O)c1sc2ncn(Cc3ccc(C)cc3)c(=O)c2c1C,-13.9,-8.5,-5.3,-1.3,1.6,2.6,0.7,0.6,-2.4
COC(=O)/C(=C\Nc1ccc(Cl)cc1Cl)NC(=O)c1ccc(OC)cc1,-16.9,-20.6,-6.6,-4.5,-4.3,3.0,0.3,-0.1,-9.9
COc1cccc2sc3ccc(NCc4ccc5c(c4)OCO5)cc3c(=O)c12,2.3,-2.5,-11.3,-0.4,-8.5,6.0,1.2,13.1,4.1
COc1ccccc1Nc1nn2c(=O)c3ccc(C(=O)NCc4cccnc4)cc3nc2s1,6.6,-7.9,-7.5,-0.5,-12.3,4.9,0.5,0.7,-15.0
SMILES,CHO parental Ca,CHO-K1 Ca antag,CHRM4 antagonist,CHRM1 agonist,OXTR potentiator,M1 PAM,CHO-K1 Ca ag,M4 ag,CHRM1 antagonist
O=C(Nc1cccc(Cl)c1)N(Cc1nc2ccccc2c(=O)[nH]1)Cc1cccs1,-13.1,3.3,10.6,-6.4,-0.1,7.0,0.3,1.5,-5.4
COc1ccc(Nc2nccc(-c3ccc(C#N)cc3)n2)cc1,-11.1,4.5,-4.2,-6.2,-6.5,5.8,0.8,1.5,-11.1
COC(=O)[C@]12CCCCC=C1N(Cc1ccc(Cl)cc1Cl)C(=O)[C@H](CC(=O)NCCc1ccccc1OC)C2,.,-15.0,1.8,.,.,.,1.3,-0.6,.
Cc1ccccc1-c1nnc(SCCC(=O)N2CCOCC2)o1,-1.3,-9.7,-1.5,-4.0,-10.2,0.9,1.0,1.5,2.1
COc1ccc(S(=O)(=O)NC2(C(F)(F)F)NC(=O)N(CCc3ccc(OC)c(OC)c3)C2=O)cc1 (stereo not drawn),-1.9,-9.8,-12.7,-1.6,-13.5,4.5,-0.3,3.7,-4.4
Cn1c(C(=O)NCC2CCCO2)cc2c(=O)[nH]c3ccccc3c21 (stereo not drawn),-4.5,-10.6,-15.4,-1.4,-1.1,7.5,1.3,3.2,-11.8
CCN(c1ccccc1)c1ncnc2c1cnn2-c1ccccc1,-12.9,-0.7,-11.3,3.8,-5.8,-9.6,3.3,12.0,17.0
CN(C)C(CNc1nnnn1-c1ccccc1)c1ccco1 (stereo not drawn),2.5,-3.4,1.5,-7.0,-3.4,11.5,0.7,0.3,-14.6
COc1cc(-c2nc3n(c(=O)c2C#N)CCS3)cc(OC)c1OC,-5.3,-13.5,-1.8,-7.3,-6.2,4.9,0.9,0.4,-7.8
O=C(c1cccs1)N1CCC(c2nc(-c3ccc(S(=O)(=O)N4CCOCC4)cc3)no2)CC1,-7.7,-0.2,4.4,-2.4,-11.1,1.8,10.8,9.3,-5.4
CCOC(=O)/C=C1\SCC(=O)N1CC(=O)NC(C)c1ccc(F)cc1 (stereo not drawn),-1.6,-6.1,10.9,-2.1,-4.8,-2.0,1.2,3.0,4.8
O=C(CSc1ncc(-c2ccccc2)n1C1CCCC1)N1CCc2ccccc21,-25.4,-3.5,1.3,-6.6,-6.9,-7.0,0.1,0.4,-2.3
O=C(c1cc(COc2ccc(F)c(F)c2)on1)N1CCN(C2CCCCC2)C(=O)C1,18.7,-6.8,0.7,3.6,-23.5,-11.2,11.9,13.6,17.0
Cc1cccc(-c2nc(CN3CCCC(C(=O)NC4CCC(C)CC4)C3)c(C)o2)c1 (stereo not drawn),-20.2,1.8,-7.9,-3.3,-12.0,6.6,1.3,2.1,-4.8
CCCCN1CC(N2CCN(CCO)CC2)CS1(=O)=O (stereo not drawn),.,16.8,-7.6,20.0*,.,17.3,-0.3,-0.4,-1.2
C(=C\c1ccccc1)/CSc1nnc(-c2ccccc2)n1Cc1ccco1,-8.3,-21.1,-5.5,0.8,-5.6,-0.3,2.5,4.3,-8.0
CCOC(=O)C1=CCN(S(=O)(=O)c2ccc(C)cc2)C1c1ccc(Cl)cc1 (stereo not drawn),.,12.4,-9.2,-5.4,.,-8.3,1.1,-1.2,-7.5
CN1CCN(C(=O)C2=C[C@@H](c3ccc(Br)cc3)C[C@@H](OCc3ccc(CO)cc3)O2)CC1,-10.4,-11.2,-3.6,-7.8,-10.7,6.3,4.2,8.1,-5.1
Cc1cc(C)c(C(=O)CC(=O)c2cccnc2)c(C)c1,.,2.8,-8.2,0.3,.,6.0,-1.0,-0.8,3.6
Cc1cc(NC(=O)CCS(=O)(=O)c2ccc3c(c2)NC(=O)C(C)S3)ccc1Br (stereo not drawn),-8.3,-2.4,8.4,3.1,-4.8,-6.7,7.1,13.2,16.3
COc1ccc(N(C)S(=O)(=O)c2ccc3c(c2)CCC(=O)N3)cc1,-3.1,-5.2,4.7,-4.2,-10.6,-1.3,1.6,2.4,2.0
COc1ccc(-c2csc(NC(=O)c3ccc(OCC(=O)N4CCOCC4)c(OC)c3)n2)cc1,-5.6,1.9,6.2,-4.6,-9.4,-7.2,8.9,15.4,4.6
CSc1ncc(C(=O)Nc2cccc(Cl)c2C)c(C)n1,-26.3,-11.6,-11.2,-7.1,-11.1,6.0,1.1,2.5,-9.1
O=C1c2ccccc2C(=O)N1CCCCn1c(=O)oc2ccccc21,-26.5,-2.8,6.0,-2.8,-2.2,2.0,1.2,2.7,-0.1
O=C(O)CCC(=O)N1N=C(c2ccccc2)CC1c1ccc2c(c1)OCO2 (stereo not drawn),.,-2.5,-3.1,0.1,.,12.4,-0.5,0.2,-8.5
SMILES,CHO parental Ca,CHO-K1 Ca antag,CHRM4 antagonist,CHRM1 agonist,OXTR potentiator,M1 PAM,CHO-K1 Ca ag,M4 ag,CHRM1 antagonist
Cc1ccc2c(NCc3ccco3)nc(NC(C)C)nc2c1,.,-9.2,-3.0,.,.,.,4.6,5.0,.
O=C(NCc1cccs1)c1cc(-c2ccccc2)nn1CC1CC(c2cccnc2)=NO1 (stereo not drawn),-6.5,-8.3,1.7,-4.6,-5.0,-3.5,4.1,14.6,4.5
CC(=O)Nc1nc(C)c(-c2csc(Nc3ccc(S(N)(=O)=O)cc3)n2)s1,1.6,-9.9,0.4,-2.9,-1.8,9.9,0.1,0.1,-13.3
CCCS(=O)(=O)N1CCN(C(=O)COc2ccccc2)CC1,-3.8,6.7,6.9,-3.2,-0.7,7.5,-0.1,-0.1,0.7
CC(=O)Nc1ccc(S(=O)(=O)NCCC(=O)OCc2csc(CC(=O)Nc3ccccc3C)n2)cc1,-12.6,-6.7,-1.8,-0.6,-3.1,3.5,0.1,1.6,3.9
NC(=O)c1ccc(NC(=O)CN2CCN(c3ccc(Cl)cc3)CC2)cc1,0.7,9.7,-4.9,-2.8,-7.2,-0.1,2.1,1.2,-0.6
CC(C)c1ccccc1NC(=S)N1CCN(Cc2ccc3c(c2)OCO3)CC1,-13.5,5.8,4.8,-0.7,-11.2,-7.2,0.3,1.8,24.5

# Some of these compounds in order of the CHRM1 antagonist value, smallest number first:
canonical_smiles,CHRM4 antagonist,CHRM1 agonist,OXTR potentiator,M1 PAM,M4 ag,CHRM1 antagonist
CC(=O)Nc1nc(C)c(-c2csc(Nc3ccc(S(N)(=O)=O)cc3)n2)s1,0.4,-2.9,-1.8,9.9,0.1,-13.3
CC(=O)Nc1ccc(S(=O)(=O)NCCC(=O)OCc2csc(CC(=O)Nc3ccccc3C)n2)cc1,-1.8,-0.6,-3.1,3.5,1.6,3.9
O=C(NCc1cccs1)c1cc(-c2ccccc2)nn1CC1CC(c2cccnc2)=NO1 (stereo not drawn),1.7,-4.6,-5.0,-3.5,14.6,4.5

# Source: PubChem (The Scripps Research Institute Molecular Screening Center)
